Assay outcomes (PubChem)
MEX-5 binding: MEX-5 zinc finger RNA-binding disruptors – biochemical, C. elegans, fluorescence polarization, MLPCN library, primary screen; activity score (negative = inhibition of binding), % at 10 µM; Zinc finger protein mex-5 (Caenorhabditis elegans), Q9XUB2; 0.38% of 300,000 active; MEX-5/FITC-TCR2 RNA binding; hits give low values;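 active means inhibition past about -25% in most replicates, and total fluorescence under double the plate's negative control median, limit read from the data; inconclusive means replicates evenly split on the limit, or fluorescence at least double controls; inactive means too little inhibition in most replicates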;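 further: 0% = DMSO and -100% = 5 µM competing unlabeled TCR2 RNA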
TPT1 inh: Candida albicans TPT1 enzyme inhibitors, primary screen, biochemical, fluorescence polarization; tRNA 2'-phosphotransferase TPT1 (Candida albicans SC5314); inhibition, % at 5 µM; recombinant caTPT1, FP RNA substrate dephosphorylation; 0.81% of 300,000 active;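 active means inhibition above the mean of all tested compounds plus 3 SD, set per screening campaign, cut at about 24% in these data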;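 further: plate controls were DMSO alone for no effect and ferristatin control at 100 nM for full effect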
GLD-1 RNA inh: GLD-1/TGE RNA complex disruptors, primary screen, biochemical, fluorescence polarization | 0.44% of 320,000 active | inhibition, % at 5.96 µM | Female germline-specific tumor suppressor gld-1 (Caenorhabditis elegans), Q17339 | purified GLD-1 + fluorescein TGE RNA;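 active means percent inhibition above a per-plate cutoff, the plate mean of test compounds plus 3 SD, cut at about 30% in these data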;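 further: 0% = DMSO wells with GLD-1 and probe and 100% = wells lacking GLD-1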
BCLXL inh: inhibitors of human Bcl-xL, primary screen, biochemical, fluorescence polarization, HTS; Bcl-2-like protein 1 (Homo sapiens), Q07817; GST-Bcl-xL / FITC-Bim BH3 peptide fluorescence polarization; inhibition, % at 10.9 µM; 0.7% of 320,000 active; AID 2129, 2009;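 active means inhibition above the mean of all tested compounds plus 3 SD, cutoff set per campaign, cut at about 30% in these data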;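 further: 0% = DMSO wells and 100% = unlabeled Bim-BH3 peptide competitor; inhibitors lower millipolarization by displacing the labeled peptide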
GSTO1 counter: inhibitors of recombinant GSTO1, primary screen, counter-screen for RBBP9 inhibitor project, biochemical, fluorescence polarization. Glutathione S-transferase omega-1 (Homo sapiens), P78417. activity-based probe fluorescence polarization. inhibition, % at 5.96 µM. 1.1% of 300,000 active. AID 1974, 2009;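 active means inhibition above the campaign mean inhibition plus 3 SD, cut at about 35% in these data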;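 further: 0% = GSTO1-1 with DMSO and 100% = wells lacking GSTO1-1 enzyme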
Target sequence (P78417 whole entry, looked up): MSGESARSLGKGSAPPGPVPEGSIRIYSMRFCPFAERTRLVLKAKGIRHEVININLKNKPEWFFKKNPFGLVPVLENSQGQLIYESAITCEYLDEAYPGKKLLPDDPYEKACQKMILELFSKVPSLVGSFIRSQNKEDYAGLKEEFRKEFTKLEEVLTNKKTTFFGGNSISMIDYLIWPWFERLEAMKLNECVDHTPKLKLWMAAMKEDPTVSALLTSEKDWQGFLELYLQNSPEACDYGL
Fam108B counter: mouse Fam108B serine hydrolase inhibitors, primary screen, counter-screen for RBBP9 inhibitor project, biochemical, fluorescence polarization; recombinant Fam108B, FP-Rh probe fluorescence polarization; inhibition, % at 9.51 µM; 0.33% of 300,000 active; AID 1947, 2009;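 active means inhibition above the screen mean inhibition plus 3 SD, computed separately per campaign, cut at about 18% in these data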;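 further: inhibitors lower polarization as less probe binds the enzyme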
MCL1 BIM primary: inhibitors of MCL1 binding to BIM-BH3, primary screen, biochemical, fluorescence polarization; 0.68% of 320,000 active; AID 2057, 2009; inhibition, % at 10.9 µM; GST-MCL1 / FITC-Bim-BH3 fluorescence polarization; Induced myeloid leukemia cell differentiation protein Mcl-1 (Homo sapiens), Q07820;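 active means inhibition above the mean inhibition of all tested compounds plus 3 SD, set per campaign, cut at about 40% in these data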;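 further: 0% = DMSO wells and 100% = unlabeled Bim-BH3 peptide control; higher means more loss of mP so more displacement of Bim peptide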
PAD4 inh: human PAD4 inhibitors, primary screen, biochemical, fluorescence polarization, 1536-well format | Protein-arginine deiminase type-4 (Homo sapiens), Q9UM07 | recombinant PAD4, RCA probe fluorescence polarization | inhibition, % at 6.36 µM | 0.41% of 330,000 active | AID 485272, 2010;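 active means percent inhibition above a cutoff equal to the mean of all tested compounds plus 3 SD, cut at about 15% in these data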;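 further: 0% = PAD4 with RCA probe and DMSO and 100% = probe without PAD4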
Target sequence (Q9UM07 whole entry, looked up): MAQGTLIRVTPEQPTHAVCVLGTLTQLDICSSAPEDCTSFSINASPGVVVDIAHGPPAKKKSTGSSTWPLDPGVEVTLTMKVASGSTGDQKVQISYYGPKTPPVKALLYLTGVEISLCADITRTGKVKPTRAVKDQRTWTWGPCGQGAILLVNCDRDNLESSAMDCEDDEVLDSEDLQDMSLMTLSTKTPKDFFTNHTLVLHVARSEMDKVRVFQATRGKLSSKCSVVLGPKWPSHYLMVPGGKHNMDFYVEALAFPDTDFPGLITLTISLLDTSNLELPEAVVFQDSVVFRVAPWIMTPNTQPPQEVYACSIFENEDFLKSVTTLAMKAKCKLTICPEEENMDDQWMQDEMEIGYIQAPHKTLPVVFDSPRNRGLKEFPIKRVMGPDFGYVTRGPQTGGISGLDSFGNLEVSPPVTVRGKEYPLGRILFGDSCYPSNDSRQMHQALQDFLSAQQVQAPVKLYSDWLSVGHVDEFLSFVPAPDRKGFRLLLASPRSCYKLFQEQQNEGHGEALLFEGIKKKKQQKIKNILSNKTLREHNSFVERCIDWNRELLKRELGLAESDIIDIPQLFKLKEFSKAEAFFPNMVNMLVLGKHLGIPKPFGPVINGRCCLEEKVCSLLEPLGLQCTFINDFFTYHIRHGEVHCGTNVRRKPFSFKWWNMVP
PME-1 primary: PME-1 inhibitors via competitive probe labeling, primary screen, biochemical, fluorescence polarization, FP-Rh probe, HTS; Protein phosphatase methylesterase 1 (Homo sapiens), Q9Y570; 0.53% of 320,000 active; recombinant PME-1; inhibition, % at 5.9 µM;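 active means inhibition above the campaign mean of all compounds plus 3 SD, cut at about 26% in these data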;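 further: competitive labeling of PME-1 active site by serine hydrolase directed probe; 0% = PME-1 with DMSO and 100% = wells lacking PME-1 enzyme; inhibitors block probe labeling so polarization falls and inhibition rises; many of its hits are not listed in these tables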
An asterisk follows results filed as active; ? = inconclusive; / = no result given. An excerpt. The share of hits here may be higher or lower than overall.

SMILES	MEX-5 binding	TPT1 inh	GLD-1 RNA inh	BCLXL inh	GSTO1 counter	Fam108B counter	MCL1 BIM primary	PAD4 inh	PME-1 primary
Cc1onc(-c2ccccc2)c1C(=O)N/N=C/c1cc(Br)c(Br)o1	-2.9	-2	1	1	-4	-2	1	-8	-7
CC(C)(C)c1csc(NNC(=O)c2ccc(Br)cc2)n1	0.5	1	4	0	-1	0	-4	3	-2
CC(C)COc1nc2ccccc2nc1C(C#N)C(=O)NC1CCCCC1 (stereo not drawn)	1.8	-7	-5	-1	2	3	-3	0	1
Cc1cc(C)nc(NS(=O)(=O)c2ccc(N3C(=O)C4C5C=CC(C5)C4C3=O)cc2)n1 (stereo not drawn)	1.9	1	1	2	7	0	3	-1	3
Cc1cc(C)n(C(=O)c2ccc(S(=O)(=O)N3CCOCC3)cc2)n1	-0.4	-1	7	5	4	1	7	1	4
CCc1ccc(OCC(=O)N2CCN(c3ccccn3)CC2)c(Br)c1	2.5	-4	-4	-3	3	-3	-9	-2	4
O=C(NNC(=O)c1ccccc1-n1cccc1)c1cccc(Cl)c1	1.2	-2	5	3	-10	-1	-3	2	-1
COc1ccc(-c2nc(-c3ccccc3)[nH]c(=O)c2C#N)cc1	1.4	-1	-4	-1	-9	0	4	-5	-3
COc1cc2c(cc1OC)C(c1cccs1)NCC2 (stereo not drawn)	1.4	-4	4	7	2	2	-5	6	1
COc1ccc(S(=O)(=O)NC(C)C(=O)Nc2cccc([N+](=O)[O-])c2)cc1 (stereo not drawn)	0.8	-1	-2	4	1	-3	3	-5	0
Cc1nnc(N2C(=O)C(O)=C(C(=O)c3ccco3)C2c2cccc([N+](=O)[O-])c2)s1 (stereo not drawn)	1.0	-7	-4	3	3	1	3	-5	3
CCN(CC(=O)NCc1cccs1)C(=O)C(c1ccccc1)c1ccccc1	-0.2	-2	9	5	9	2	-4	-5	4
COc1cc([N+](=O)[O-])ccc1NC(=O)N1CCCCCC1	0.3	-2	4	4	8	-1	4	1	0
O=C(O)c1ccc(Sc2ccccn2)c([N+](=O)[O-])c1	-0.6	-2	-4	1	4	1	-7	1	3
O=C(NCc1cccs1)C1CCCN1C(=O)Nc1ccc(Cl)cc1 (stereo not drawn)	-1.6	1	-2	1	4	2	4	-1	1
COc1cc2c3nnc(-c4ccc(F)cc4)c-3cn(Cc3ccc(C)cc3)c2cc1OC	?	2	-4	13	5	0	-16	-4	-6
O=C(NC12CC3CC(CC(C3)C1)C2)N1CCN(C(=O)C2CCCO2)CC1 (stereo not drawn)	-0.2	-2	1	1	5	-1	3	1	3
Cc1ccc(S(=O)(=O)N/N=C2\C(=O)C3(C)CCC2C3(C)C)cc1 (stereo not drawn)	1.8	-2	-2	3	9	-1	7	-4	-2
O=C(NC1CCCC1)c1ccc2c(c1)N(Cc1ccc(F)cc1)CCS2	0.5	-4	8	7	10	1	1	-2	3
CCCc1nc2c(C)cc(-c3nc4ccccc4n3C)cc2n1Cc1ccc(-c2ccccc2C(=O)O)cc1	0.0	1	-7	9	-6	-3	0	-3	-4
Nc1nc(Nc2cccc3ccccc23)nc(C2CCCC2=O)n1 (stereo not drawn)	0.5	-1	-1	3	0	-1	-1	1	-3
COc1nc(Nc2cccc(C(F)(F)F)c2)nc(OC)n1	-1.9	-4	2	0	0	-11	-15	-4	-7
COc1ccc2nc(-c3ccccc3)[nH]c2c1	-0.2	3	6	5	-8	-1	-2	0	-1
CN/S(=N/S(=O)(=O)c1ccccc1)c1ccc(C)cc1 (stereo not drawn)	0.6	-7	6	3	-7	-2	0	-3	1
CCOC(=O)Cc1nnc(Nc2cc(C)ccc2C)c2ccccc12	-1.3	0	7	1	2	-1	3	0	6
SMILES	MEX-5 binding	TPT1 inh	GLD-1 RNA inh	BCLXL inh	GSTO1 counter	Fam108B counter	MCL1 BIM primary	PAD4 inh	PME-1 primary
Cc1nnc(N(CCC#N)CCC#N)s1	0.4	2	3	1	8	3	-12	0	0
Cc1ccc(C(=O)Nc2cccc(C(=O)NCc3ccco3)c2)cc1	-0.9	4	2	6	-11	-4	3	-5	-2
O=C(CSc1cccc2cccnc12)N/N=C/c1ccc(F)cc1	-0.3	2	2	6	-14	-3	11	-5	-3
CC(C)(C)N(Cc1ccccc1)C(=O)c1ccc(Cl)cc1[N+](=O)[O-]	0.1	0	0	5	-2	5	7	-3	8
O=C(c1cc2cc(Cl)ccc2[nH]1)N1CCN(c2ccc(F)cc2)CC1	1.6	0	2	6	2	9	3	2	-3
Cc1ccc(Cl)cc1Nc1nc(-c2cccnc2)cs1	2.3	2	-4	-3	3	7	1	3	10
COc1cc2c(cc1NC(=O)c1cccc([N+](=O)[O-])c1)oc1ccccc12	-1.0	0	-1	-5	8	-7	0	0	-8
CC(=O)NC(C(=O)c1ccccc1)C(=O)c1ccccc1	0.4	1	-7	2	1	6	-5	-4	-3
Cc1cccc(-c2noc(CCC(=O)NC3CCCCC3)n2)c1	1.5	0	-1	3	-2	4	3	3	-3
Cc1ccc(N(C)S(=O)(=O)c2cccc(C(=O)NCC(c3cccs3)N3CCOCC3)c2)cc1 (stereo not drawn)	1.5	2	6	3	5	0	3	-1	-1
O=C(COC(=O)c1ccc(S(=O)(=O)Nc2ccccc2)cc1)NCCN1C(=O)CSC1=O	-0.6	-2	3	-5	4	3	-3	1	4
O=C(c1ccc2nc(N3CCOCC3)sc2c1)N1CCN(c2ccc(Cl)cc2)CC1	0.9	-1	11	9	-7	-2	4	0	4
CN(CCc1ccccn1)C1CCCN(S(=O)(=O)c2ccccc2Cl)C1 (stereo not drawn)	-3.4	-3	5	3	5	-2	6	3	5
COc1ccc(-n2ncc3c(NCc4cccs4)ncnc32)cc1	-2.3	-5	-5	6	-5	0	1	7	-1
O=C(COC(=O)c1ncc(Cl)c(Cl)c1Cl)Nc1cccnc1Cl	2.3	0	1	-3	0	-3	3	-1	-3
O=C(CCc1nnc(CCCc2ccccc2)o1)N1CCCCCC1	1.5	-5	7	5	0	1	-9	-2	2
N#CCC(CNc1ncc(C(F)(F)F)cc1Cl)OC(=O)c1c(F)cccc1F (stereo not drawn)	-1.4	-1	2	3	1	-4	-4	-7	-2
O=C1CCCC2=C1C(c1ccc(O)c(O)c1)c1c(ccc3ncccc13)N2 (stereo not drawn)	-9.3	-6	1	36*	75*	-3	52*	-9	-22
Clc1ccccc1Sc1cnc2ccccc2n1	0.8	2	-2	-1	-3	2	-6	-9	7
NNC(=O)c1ccc(NS(=O)(=O)c2ccc(Br)cc2)cc1	1.2	0	6	3	-10	1	8	-1	-9
O=C(COc1ccc(/C=N/NS(=O)(=O)c2ccccc2)cc1)NCc1ccccc1	3.3	-6	-2	3	8	-1	2	-2	-7
O=[N+]([O-])c1ccc2oc(-c3cccc(O)c3)nc2c1	-1.1	-4	10	4	-9	3	5	3	6
CSc1cccc(NC(=O)CSc2nnc(C)s2)c1	0.5	1	1	9	-4	3	-1	-4	-9
Cc1cc(Nc2n[nH]c(N)c2C#N)ccc1F	-3.0	-1	7	2	0	-5	-5	-4	-1
CCCn1c(=O)c2sccc2n2c(CCCC(=O)NCc3ccco3)nnc12	0.2	-3	8	9	1	9	15	2	1
SMILES	MEX-5 binding	TPT1 inh	GLD-1 RNA inh	BCLXL inh	GSTO1 counter	Fam108B counter	MCL1 BIM primary	PAD4 inh	PME-1 primary
CCn1c(SCC(=O)NC2CC2)nnc1-c1ccccc1OC	1.7	4	2	-5	-2	1	-2	1	-1
O=C(CC1Nc2c3ccccc3nc(=S)n2C1=O)NC1CCCCC1 (stereo not drawn)	0.2	-3	8	0	4	1	3	1	3
O=C(NCc1ccccc1)c1nc(-c2cccs2)no1	-0.4	6	1	2	0	0	2	-1	-4
O=C(CSC1=Nc2ccccc2C2=NC(CC(=O)N3CCN(c4ccccc4)CC3)C(=O)N12)NCC1CCCO1 (stereo not drawn)	-0.5	5	16	18	4	1	20	-3	1
O=C(Cc1cc(=O)[nH]c(=O)[nH]1)N1CCC(Cc2ccccc2)CC1	-0.8	0	2	5	5	0	8	3	-2
CC1=C(C(=O)NC(C)c2ccccc2)C2(CCC(C)CC2)OC1=O (stereo not drawn)	-1.4	-5	2	-1	14	4	3	0	-5
CCCCNC(=O)Oc1cc(CCl)on1	-3.5	-2	5	7	83*	0	9	-1	1
Oc1c(N=Nc2ccc(F)cc2)ccc2ccccc12	2.6	-2	6	7	9	-16	11	-6	-15
CN(CCc1cnn(C)c1)Cc1nc(Cc2ccccc2)no1	2.4	-1	2	5	4	-4	5	-2	-3
CCCN(S(=O)(=O)c1ccc(OCC)cc1)S(=O)(=O)c1cccs1	/	5	3	5	-10	-2	7	-3	0
Cc1sc2ncnc(N=Nc3c(O)[nH]c4ccccc34)c2c1C	-1.6	-7	0	4	-6	-2	4	-3	16
O=C(CSc1nc2ccccc2[nH]1)NCCN1CCCCC1	1.0	-3	4	-5	8	5	4	8	9
CCOC(=O)c1ccc(NC(=O)CC2SC3=NCCN3C2=O)cc1 (stereo not drawn)	0.9	-3	-1	0	5	5	3	3	-2
Cc1ccc[n+](CC2OCc3ccccc3CO2)c1	-0.7	2	2	9	0	0	4	2	-5
S=c1[nH]nc(-c2cc(-c3ccco3)[nH]n2)n1-c1ccccc1	6.2	-2	2	-17	0	-2	-22	3	2
Nc1cc(=O)[nH]c(SCCNS(=O)(=O)c2ccccc2)n1	-1.1	-8	1	2	-3	2	1	-4	-4
CCOC(=O)Cn1cnc2c(cnn2-c2ccc(Cl)cc2)c1=O	-0.6	-3	-3	4	-2	0	0	-1	-4
CCn1nc(C(=O)OCC(=O)c2c[nH]c3ccccc23)c2ccccc2c1=O	-16	6	-4	3	15	1	7	-7	2
CCC(=O)OCCNc1cc(SCCC(=O)OC)c2nonc2c1[N+](=O)[O-]	1.6	-6	5	10	7	2	7	-12	2
S=C(NNc1ccc2ccccc2c1)NC1CCCCC1	2.6	0	0	5	13	4	5	-8	10
O=C(CSc1cc(Cl)ccc1Cl)NCC(=O)Nc1ccc(F)c(F)c1F	-0.4	1	-1	3	-6	-5	6	-1	2
Cc1cc(NC(=O)c2cc([N+](=O)[O-])cc([N+](=O)[O-])c2C)no1	-3.4	-4	7	14	29	8	17	-1	10
CCC(C(=O)Nc1ccccc1C(=O)N1CCOCC1)N1C(=O)c2ccccc2C1=O (stereo not drawn)	/	-1	6	5	1	4	0	-2	3
Cc1ccccc1CS(=O)(=O)CCC(=O)N1CCN(c2ccc(N3CCOCC3)nn2)CC1	-0.2	-2	0	4	3	-1	-2	-1	-3
CC(=O)N=c1sc2ccccc2n1C	-2.2	3	3	1	-3	0	7	-1	0
